High-throughput results: PubChem, several laboratories
Runt-SMMHC FRET: inhibitors of human RUNX1 Runt domain binding to CBFb-SMMHC; actives 0.74% (n = 220,000); Cerulean-Runt/Venus-CBFb-SMMHC FRET ratio 530/480, 1 h; inhibition, % at 20 µM;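 active means mean inhibition across duplicate retests at 20 µM reaching about 50%, limit read from the data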;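 further: 0% = DMSO wells and 100% = wells with excess untagged CBFb-SMMHC; inhibitors lower the FRET ratio by blocking Runt binding to CBFb-SMMHC; some results filed as inactive read as strong as hits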
Target sequence (Q01196 whole entry, looked up, the tested form may be a part): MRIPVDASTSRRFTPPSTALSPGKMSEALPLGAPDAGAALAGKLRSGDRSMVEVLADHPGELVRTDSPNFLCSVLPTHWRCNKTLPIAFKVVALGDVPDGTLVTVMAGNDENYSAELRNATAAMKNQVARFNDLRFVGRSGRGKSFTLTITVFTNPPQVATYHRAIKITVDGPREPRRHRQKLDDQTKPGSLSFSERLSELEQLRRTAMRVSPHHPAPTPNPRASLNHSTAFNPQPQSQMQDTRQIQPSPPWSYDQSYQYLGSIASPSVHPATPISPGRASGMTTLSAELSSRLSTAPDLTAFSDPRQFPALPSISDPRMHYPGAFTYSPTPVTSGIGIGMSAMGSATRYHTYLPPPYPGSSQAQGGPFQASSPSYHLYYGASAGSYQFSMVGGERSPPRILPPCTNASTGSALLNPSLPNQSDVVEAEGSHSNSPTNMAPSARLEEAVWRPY
Target sequence (Q13951 whole entry, looked up, the tested form may be a part): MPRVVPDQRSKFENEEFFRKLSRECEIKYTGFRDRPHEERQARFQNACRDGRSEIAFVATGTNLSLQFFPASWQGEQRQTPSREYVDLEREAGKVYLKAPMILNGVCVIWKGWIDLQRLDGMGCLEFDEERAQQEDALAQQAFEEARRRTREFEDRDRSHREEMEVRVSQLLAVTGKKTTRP
Mdm2 ligase inh: blocks human Mdm2 ubiquitin ligase activity | Q00987 | signal enhancement, % at 5 µM | actives 0.11% (n = 210,000) | cell-based MDM2 ubiquitination luciferase reporter, 2 h; 0 = plate control, 100 = twice control, blank-subtracted;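 active means signal enhancement of 30% or more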;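 further: luminescence tracks abundance of the self-degrading MDM2-luciferase fusion protein; higher signal means inhibition of MDM2 E3 ligase activity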
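test system = mammalian cells stably expressing self-ubiquitinating, self-degrading MDM2 E3–luciferase fusion | quantity = 2000 cells/well | incubation = cell settling 4 h, compound treatment 2 h, both 37 °C | signal = luminescence with SteadyLite reagent, 15 min at room temperature | evaluation = % enhancement relative to plate controls after blank subtraction | benchmarks = plate controls and plate blanks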
NCF1 inh: blocks human p47phox regulatory protein of NADPH oxidases. P14598. p47phox/p22phox peptide binding, fluorescence polarization, 2 h. inhibition, % at 24.7 µM. actives 0.53% (n = 220,000). AID 1274;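 active means inhibition above about 30%, limit read from the data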;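 further: 0% = p47phox with labelled peptide and 100% = labelled peptide alone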
Target sequence (P14598 whole entry, looked up): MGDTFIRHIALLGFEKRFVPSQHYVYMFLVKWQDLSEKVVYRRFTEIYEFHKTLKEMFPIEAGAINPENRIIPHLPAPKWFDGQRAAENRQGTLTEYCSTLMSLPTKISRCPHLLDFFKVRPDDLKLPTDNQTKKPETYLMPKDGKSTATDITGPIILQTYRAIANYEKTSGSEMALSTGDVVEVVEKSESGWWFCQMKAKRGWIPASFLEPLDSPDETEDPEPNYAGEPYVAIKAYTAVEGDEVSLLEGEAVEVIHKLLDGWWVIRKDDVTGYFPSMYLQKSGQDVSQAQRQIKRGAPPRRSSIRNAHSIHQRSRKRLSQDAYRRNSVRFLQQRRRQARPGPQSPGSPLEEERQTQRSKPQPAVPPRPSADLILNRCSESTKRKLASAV
14-3-3 Bad inh: disrupts binding of bovine 14-3-3 zeta to phospho-Bad peptide; TR-FRET 14-3-3zeta/Dy647-pBad peptide displacement, 1 h; inhibition, % at 21.7 µM; actives 0.71% (n = 220,000); AID 781;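 active means inhibition above about 70%, limit read from the data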;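 further: 0% = full 14-3-3 plus peptide FRET controls and 100% = background without 14-3-3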
TbHK1 inh: T. brucei hexokinase 1 inhibition; actives 0.11% (n = 220,000); recombinant TbHK1, G6PDH-coupled NADH A340; inhibition, % at 10 µM;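 active means inhibition of 50% or more in the single-dose primary screen; inactive means inhibition below 50%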
EBV gp42 block: blocks Epstein-Barr virus glycoprotein 42 binding; Q1HVG2; Fluorescence polarization binding assay, mP read-out; inhibition, % (tested at 21.74 µM); actives 0.42% (n = 220,000); AID 1085; in the data active means inhibition above about 50%
Hck-Nef inh: human Hck-Nef kinase inhibition; actives 0.68% (n = 220,000); inhibition, % at 20 µM; Recombinant Hck-YEEI plus Nef, Z-Lyte FRET kinase assay; AID 463187;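 active means Hck-Nef kinase inhibition above about 50%, limit read from the data; inactive means inhibition below that limit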;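 further: 0% = DMSO with Hck plus Nef and 100% = Hck alone without Nef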
L929 necroptosis: blocks zVAD induced death of L929 cells; L929 zVAD necroptosis rescue, ATP luminescence, 24 h; with zVAD 60 µM; viability rescue, % at 10 µM; actives 0.38% (n = 220,000); AID 1377;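 active means activation, scaled between plate controls, above about 75%, limit read from the data; inactive means activation under that limit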;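 further: 0% = zVAD with DMSO and 100% = DMSO alone without zVAD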
Runt-CBFb FRET: Runt domain-CBFb interaction inhibition | Q01196+Q13951 | Cerulean-Runt/Venus-CBFb FRET ratio 530/480, 1 h | inhibition, % at 20 µM | actives 0.46% (n = 220,000) | AID 1496;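 active means inhibition over about 50% at 20 µM in the single-dose screen, limit read from the data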;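 further: 0% = DMSO wells and 100% = excess unlabeled CBFb competitor control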
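Reagent – Venus-CBFb binding partner, 100 nM · Assay system – Cerulean-tagged RUNX1 Runt domain (FRET donor) fusion protein · Input – 100 nM per protein · Incubation – two 1 h room-temperature incubations shielded from light · Measured by – FRET fluorescence · Medium – Tris buffer pH 7.5 with salts and BSA · Benchmarks – unlabeled CBFb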
Active calls of the source: *; . = not tested or not shown; [ ] = dose if it differs, or a comment. Only part of the results is shown; the hit share may differ from the screen's.

Values in the order – Runt-SMMHC FRET | Mdm2 ligase inh | NCF1 inh | 14-3-3 Bad inh | TbHK1 inh | EBV gp42 block | Hck-Nef inh | L929 necroptosis | Runt-CBFb FRET
CC[N+](CC)(CC#CCO)CC#Cc1ccccc1
→ 1 | -8 | -3 | -7 | -1 | 2 | -42 | 0.6 | 0
O=C1/C(=C/c2cccc([N+](=O)[O-])c2)N2CCC1CC2
→ -5 | 8 | -10 | 0 | 0 | 1 | 6 | -0.4 | -4
O=C(COc1ccccc1)Nc1ccc(Cl)cc1C(=O)c1ccccc1
→ -18 | 11 | -18 | -12 | 26 | -14 | 3 | 1.4 | -4
CCOc1ccc(C(=O)OC2CC3CCC(C2)N3C)cc1 (stereo not drawn)
→ 1 | 4 | -3 | 6 | 11 | -6 | 9 | -1.9 | 1
COC(=O)c1ccc(NC(=O)CSc2nc3ccc(N4C(=O)C5C6C=CC(C6)C5C4=O)cc3s2)cc1 (stereo not drawn)
→ 2 | -7 | -26 | -9 | -3 | -10 | -1 | 1.2 | -1
NCCCN1CCN(c2ccccc2)CC1
→ -6 | -9 | -1 | -5 | -6 | -19 | 15 | 1.4 | 0
COc1ccccc1N1CCN(C(CNC(=O)Oc2ccccc2)c2cccnc2)CC1 (stereo not drawn)
→ 0 | -5 | -25 | 3 | 20 | -8 | 3 | 0.4 | -3
O=c1c2ccccc2nc(CSc2ncnc3nc[nH]c23)n1-c1ccccc1Cl
→ -7 | -4 | -10 | 64 | -1 | -4 | 5 | 0.8 | 1
CC(=O)OC(C)(C)/C=C/C(=O)[C@](C)(O)[C@H]1[C@H](O)C[C@@]2(C)[C@@H]3CC=C4[C@H](C[C@H](O)C(=O)C4(C)C)[C@]3(C)C(=O)C[C@]12C
→ 1 | . | -4 | -7[fluorescence artefact?] | -9 | -7 | -2 | 29 | -2
CCc1c(C)nc(N)nc1N1N=C1SCC(=O)OC
→ 0 | -8 | -5 | -7 | -3 | -2 | -6 | 2.8 | 2
COc1cccc(N=Cc2c(O)n(Cc3ccco3)c(=O)[nH]c2=O)c1
→ 1 | -2 | -62 | -2 | -6 | -6 | 20 | 0.0 | 22
COCCCNC(=O)c1c(NC(=O)c2ccccc2Cl)n(Cc2ccccc2)c2nc3ccccc3nc12
→ 63* | -4 | -13 | 3[fluorescence artefact?] | -21 | -2 | 6 | 0.2 | 22
Cc1ccnc(-n2c(C)nc3ccccc3c2=O)c1
→ -5 | 1 | -1 | 10 | -8 | -4 | -10 | -0.9 | 2
CCOP(=O)(OCC)C(NC(=O)c1ccc(OC)cc1)C(Cl)(Cl)Cl (stereo not drawn)
→ 1 | -14 | -5 | -8 | -9 | -6 | 3 | -0.1 | 1
CC1C(c2cccs2)=[N+]([O-])C(C)(C(=O)c2cccs2)N1O (stereo not drawn)
→ -2 | 6 | -2 | 2 | -21 | 0 | -9 | -0.2 | 0
CC(Cc1ccccc1)NCc1ccccc1O (stereo not drawn)
→ 1 | -15 | -8 | -8 | 3 | -2 | 15 | -0.3 | 1
COc1ccc(S(=O)(=O)NC(CC(=O)N2CCC3(CC2)OCCO3)C(C)C)cc1 (stereo not drawn)
→ -4 | . | -1 | -1 | -3 | 11 | 1 | 0.1 | 2
C=C1CC[C@@]2(O)[C@H]3Cc4ccc(O)c5c4[C@@]2(CCN3CC2CC2)[C@H]1O5
→ -1 | . | 1 | -5 | -4 | -2 | -1 | 1.5 | -2
COC(=O)C1C(O)C(C)C(O)C(C)/C=C\C=C(/C)C(=O)Nc2c(C)c(OC(C)=O)c3c(c2O)C(=O)C(C)=C2OCOC(=C23)/C(C)=C/C(C)(O)C(O)C(C)C1O (stereo not drawn)
→ -10 | -5 | -3 | -8 | -40 | -3 | -5 | 0.8 | -7
COc1cc(C(=O)Nc2ccc(Br)cc2C(=O)c2ccccc2Cl)cc(OC)c1OC
→ -1 | -7 | -12 | -16 | 23 | -2 | 4 | 1.1 | -4
O=C1OC(c2ccc(Cl)cc2)=N/C1=C\N1CC2CC(C1)c1cccc(=O)n1C2 (stereo not drawn)
→ -2 | -6 | 5 | 8 | -94 | 11 | 19 | -0.6 | -2
Cc1ccc(/C=C2/C(=O)NC(=O)N(CCc3ccc(F)cc3)C2=O)o1
→ 2 | 3 | -86 | 0[fluorescence artefact?] | 3 | -17 | 16 | 0.5 | 5
O=c1[nH]c(=O)n(CCc2ccc(F)cc2)c(O)c1C=NCCCn1ccnc1
→ 0 | -5 | -30 | 1[fluorescence artefact?] | -4 | -53 | -5 | 3.4 | 0
CC1CN(CCc2ccccc2)CC(C)O1 (stereo not drawn)
→ -11 | -1 | -17 | 33[fluorescence artefact?] | 1 | -22 | 1 | -0.2 | .
CC1=C(C(=O)OC(C)C)[C@]2(C(=O)N(CC(N)=O)c3ccccc32)C(C#N)=C(N)O1
→ -2 | 1 | -5 | 1 | 4 | 9 | 5 | 1.5 | -3
Cc1cc(S(=O)(=O)NC(C)C)ccc1OCC(=O)N1CCN(Cc2ccc3c(c2)OCO3)CC1
→ -1 | -30 | -4 | -11 | -1 | 5 | -1 | 0.7 | 0
O=C1NC(=O)N(Cc2ccccc2Cl)C(=O)/C1=C/N1CCOCC1
→ 4 | 23 | -15 | 26[fluorescence artefact?] | 3 | -60 | -1 | 0.3 | 6
Brc1ccc2c(c1)C(OC1CN3CCC1CC3)c1ccccc1CS2 (stereo not drawn)
→ 6 | -4 | -6 | -8[fluorescence artefact?] | 9 | -6 | 2 | -2.3 | -1
CCCC12CN3CN(C1)CC(CCC)(C3)C2O (stereo not drawn)
→ 0 | -8 | -8 | -5 | 0 | -22 | 0 | -0.7 | 0
Cc1[nH]c2ccccc2c1C(=O)C(=O)N1CC2CC(C1)c1cccc(=O)n1C2 (stereo not drawn)
→ 2 | -15 | 1 | -3 | -16 | -6 | -1 | 0.4 | 2

Record cards, from the list above:
`O=C(COc1ccccc1)Nc1ccc(Cl)cc1C(=O)c1ccccc1` across the screens: Runt-SMMHC FRET = -18; Mdm2 ligase inh = 11; NCF1 inh = -18; 14-3-3 Bad inh = -12; TbHK1 inh = 26; EBV gp42 block = -14; Hck-Nef inh = 3; L929 necroptosis = 1.4; Runt-CBFb FRET = -4
`O=C1NC(=O)N(Cc2ccccc2Cl)C(=O)/C1=C/N1CCOCC1` across the screens: Runt-SMMHC FRET = 4; Mdm2 ligase inh = 23; NCF1 inh = -15; 14-3-3 Bad inh = 26[fluorescence artefact?]; TbHK1 inh = 3; EBV gp42 block = -60; Hck-Nef inh = -1; L929 necroptosis = 0.3; Runt-CBFb FRET = 6

(next part)
Values in the order – Runt-SMMHC FRET | Mdm2 ligase inh | NCF1 inh | 14-3-3 Bad inh | TbHK1 inh | EBV gp42 block | Hck-Nef inh | L929 necroptosis | Runt-CBFb FRET
Cc1ccc2[nH]c(=S)n(-c3cccnc3)c(=O)c2c1
→ 1 | -12 | 0 | 3 | -16 | -17 | 15 | 0.0 | 0
CCOC(=O)C1(CCc2ccccc2)CCN(Cc2ccc3c(c2)OCCO3)CC1
→ 0 | -4 | -12 | -3 | 5 | -1 | -2 | -0.8 | -1
CC(=NCc1cccnc1)c1c(O)n(-c2ccc(Cl)cc2)c(=O)[nH]c1=O
→ 0 | -13 | -5 | 1 | 28 | -5 | -4 | 0.9 | 0
CN(C)C(=S)SSC(=S)N(C)C
→ 48 | 41* | -1 | -14 | -2 | -36 | 34 | 18 | 44
N=C1c2ccccc2CN1NC(=O)c1ccc(Cl)cc1
→ 2 | -5 | 2 | -8 | -6 | -6 | 0 | -0.1 | -2
CN1C(=O)C(=Cc2ccc(N3CCCCCC3)cc2)C(=O)N(C)C1=O
→ -19 | -16 | 15 | -16 | -16 | 84* | 14 | 0.6 | 0
CCOC(=O)C1CCN(/C=C2/C(=O)NC(=O)N(Cc3ccco3)C2=O)CC1
→ -1 | -11 | -20 | 14 | 9 | -12 | -1 | 0.6 | 5
CC1C(C)N1CC(O)Cn1ccnc1[N+](=O)[O-] (stereo not drawn)
→ 2 | 2 | -2 | 2 | -19 | 5 | -6 | 0.4 | 4
Cc1ccccc1-n1c(-c2ccoc2)nc2ccccc2c1=O
→ -2 | -1 | 20 | -6 | -11 | 4 | 3 | 2.2 | 3
Cc1c(N=Cc2c(O)n(CCc3ccccc3)c(=O)[nH]c2=O)c(=O)n(-c2ccccc2)n1C
→ -1 | -5 | -11 | 3[fluorescence artefact?] | -25 | -13 | 31 | 0.1 | 1
COc1ccc(CCn2c(O)c(/C=N/N3CCCCC3)c(=O)[nH]c2=O)cc1OC
→ 1 | -12 | -5 | -6 | 2 | -8 | -2 | -0.1 | 1
O=C(c1c[nH]c2ccc(S(=O)(=O)N3CCOCC3)cc2c1=O)N1CCC2(CC1)OCCO2
→ 1 | -14 | 0 | 18 | -7 | -8 | 4 | 0.0 | -2
COc1cc(OC)c2c(c1)OCC1CON(C)C21 (stereo not drawn)
→ -2 | -12 | 4 | -7 | 6 | 1 | 19 | 2.0 | 0
COc1cc2c(cc1C=O)OCO2
→ 4 | -8 | -5 | 5 | -9 | -5 | 0 | 0.1 | 2
Cn1c(O)c(C(=Nc2ccc(F)cc2)c2ccccc2)c(=O)n(C)c1=O
→ 2 | -11 | -7 | 2 | -27 | -10 | 4 | 0.3 | 1
CCc1ccccc1NC(=O)CNCc1ccccc1
→ 0 | -12 | 2 | -2 | -5 | -1 | 19 | 0.3 | 0
Cc1ccc(CN2C(=O)NC(=O)C3(Cc4c(nc5ccccn5c4=O)N4CCCCCC43)C2=O)cc1 (stereo not drawn)
→ -7 | 13 | -18 | 4 | 5 | -14 | 0 | 0.3 | -6
Cc1ccc(-n2c(O)c(/C=N/N3CCOCC3)c(=O)[nH]c2=S)cc1
→ -2 | -12 | -151 | -4 | -44 | -9 | 1 | 0.7 | 0
Cn1c(C(=O)N2CCC3(CC2)OCCO3)cc2c(=O)n(C)c3ccccc3c21
→ 2 | -3 | 1 | 7[fluorescence artefact?] | 5 | -11 | 2 | 1.6 | 2
CCCCc1ncc(CN2CCCC(C(=O)c3ccc(SC)cc3)C2)[nH]1 (stereo not drawn)
→ 0 | -4 | 1 | -13 | -5 | -8 | 16 | -0.5 | 0
C=CCn1c(O)c(C(C)=NCCCn2ccnc2)c(=O)[nH]c1=O
→ 1 | -2 | -13 | -1 | -8 | -21 | 18 | 0.7 | 0
CC(C)CCNC(=O)c1cc(C(=O)c2cc(F)ccc2O)cn(CCC(C)C)c1=O
→ -1 | 8 | -1 | 2 | 8 | -20 | -5 | -0.7 | -2
CN1CC(C(=O)c2ccccc2)C(C(=O)c2ccccc2)C1 (stereo not drawn)
→ -8 | -9 | -3 | 11 | -10 | -6 | -1 | 0.5 | -2
CCOC(=O)C1=C(N)OC2=C(C(=O)CC(C)(C)C2)C12C(=O)Nc1ccccc12 (stereo not drawn)
→ -1 | -11 | -8 | -3[fluorescence artefact?] | 4 | -7 | 2 | 0.1 | -2
CC(C)Sc1nnc([C@@H](N)Cc2c[nH]c3ccccc23)o1
→ 4 | -4 | 7 | 35[fluorescence artefact?] | 0 | -13 | 0 | 0.5 | -2
O=c1[nH]c(=S)[nH]c(O)c1N=Nc1cc2c(cc1[N+](=O)[O-])OCO2
→ -8 | -3 | -97 | -7 | -14 | -33 | 15 | 2.2 | -6
